Screening results: PubChem, Johns Hopkins Ion Channel Center
CHT inh: human CHT choline transport inhibition; CHT-expressing cells, membrane potential dye, choline response; active compounds read low; 310,000 tested, 0.86% active; AID 488975; Q9GZV3; B-score at 10 µM;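 active = B-score over 3 SD under the library average, and starting fluorescence ratio not unusually high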;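 also: choline stimulus applied at its EC90 after an EC20 pre-addition; B-score computed on integrated fluorescence ratio after choline addition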
Target sequence (Q9GZV3 whole entry, looked up): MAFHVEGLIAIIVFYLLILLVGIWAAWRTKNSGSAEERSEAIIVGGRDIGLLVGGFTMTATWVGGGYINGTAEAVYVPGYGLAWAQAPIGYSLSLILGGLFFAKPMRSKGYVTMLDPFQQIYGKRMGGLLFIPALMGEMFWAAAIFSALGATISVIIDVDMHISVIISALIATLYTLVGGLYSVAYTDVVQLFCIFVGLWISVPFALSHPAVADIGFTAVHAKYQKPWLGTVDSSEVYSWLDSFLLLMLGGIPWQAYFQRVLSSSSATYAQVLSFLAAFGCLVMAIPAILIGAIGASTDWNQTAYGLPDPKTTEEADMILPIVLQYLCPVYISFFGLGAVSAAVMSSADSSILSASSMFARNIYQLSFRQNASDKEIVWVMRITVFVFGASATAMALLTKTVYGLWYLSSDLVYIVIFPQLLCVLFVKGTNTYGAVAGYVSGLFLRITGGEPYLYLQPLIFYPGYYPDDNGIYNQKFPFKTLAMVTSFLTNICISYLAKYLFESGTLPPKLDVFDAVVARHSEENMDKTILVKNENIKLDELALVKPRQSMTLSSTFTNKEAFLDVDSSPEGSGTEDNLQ
CHT allo act: allosterically activates the human high affinity choline transporter | B-score at 10 µM | 310,000 tested, 0.49% active | Q9GZV3 | CHT-expressing cells, membrane potential dye, choline EC20; active compounds read high; LV-AA mutant CHT in HEK293 cells | AID 488977;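 active = initial fluorescence not abnormally high and integrated response B-score, plate-corrected, over 3 SD above library mean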
* hit, by the source's call; i = inactive.

A first look (three entries):
SMILES | CHT inh | CHT allo act
CCn1c(SCC(=O)Nc2cc(C)on2)nc2c(c1=O)SCC2 | i | i
CCO[C@@H]1OC(C(=O)N2CCN(Cc3ccc4c(c3)OCO4)CC2)=C[C@H](c2ccc3c(c2)OCO3)[C@H]1CCCO | i | i
COc1ccc(-c2csc(NC(=O)C3CSC4(C)CCC(=O)N34)n2)c(OC)c1 (centres undefined) | i | i

All compounds of this part (from the top)
SMILES | CHT inh | CHT allo act
CCn1c(SCC(=O)Nc2cc(C)on2)nc2c(c1=O)SCC2 | i | i
CCO[C@@H]1OC(C(=O)N2CCN(Cc3ccc4c(c3)OCO4)CC2)=C[C@H](c2ccc3c(c2)OCO3)[C@H]1CCCO | i | i
COc1ccc(-c2csc(NC(=O)C3CSC4(C)CCC(=O)N34)n2)c(OC)c1 (centres undefined) | i | i
CCOC(=O)C1Sc2ccccc2NC1=O (centres undefined) | i | i
CCC(SC1=NCCS1)C(=O)Nc1ccc(S(N)(=O)=O)cc1 (centres undefined) | i | i
CCOC(=O)CN(C)C(=O)C1CCCN1C(=O)OC(C)(C)C (centres undefined) | i | i
CCN(CC)c1ccc(NC(=O)c2ccc(Br)o2)cc1 | i | i
Cc1ccccc1OCCn1cnc2cc([N+](=O)[O-])ccc2c1=O | i | i
CCOc1ccccc1NC(=O)CCCn1cc([N+](=O)[O-])cn1 | i | i
CCC(=O)Nc1nc2ccc(NC(=O)c3cc(OC)c(OC)c(OC)c3)cc2s1 | i | i
O=c1cc(CN2CCN(Cc3ccc(F)cc3)C(CCO)C2)[nH]c2ccccc12 (centres undefined) | i | i
O=C(O)C1C2C=CC(O2)C1C(=O)NCc1ccc(Cl)cc1 (centres undefined) | i | i
O=C1CS/C(=N/N=C2CCCC2)N1 | i | i
O=C(OCC(=O)N(C1CCCCC1)C1CCCCC1)c1ccco1 | i | i
COc1cc(OC)c(NC(=O)c2csc(C)c2)cc1Cl | i | i
CCN(C(=O)CSc1nnc(-c2ccncc2)n1-c1ccccc1)C1CCS(=O)(=O)C1 (centres undefined) | i | i
O=C(NCC1CCCO1)c1cc(-c2ccncc2)nc2ccc(S(=O)(=O)N3CCOCC3)cc12 (centres undefined) | i | i
CC1CN(Cc2ccccc2)c2nc3c(c(=O)n(CC(=O)O)c(=O)n3C)n2C1 (centres undefined) | i | i
O=C(NCCCN1CCOCC1)c1c(F)c(F)c(F)c(F)c1F | i | i
COC(=O)COc1ccc(/C=N/NS(=O)(=O)c2ccccc2)cc1 | i | i
Cc1ccc(C2CCN(C(=S)NC(C)(C)C)C2)cc1 (centres undefined) | i | i
CCOC(=O)C1CCCN(C(=O)c2cccc(NC(=O)C(CC)CC)c2)C1 (centres undefined) | i | i
CC1Cc2ccccc2N1C(=O)C1CCCCN1S(=O)(=O)c1ccccc1 (centres undefined) | i | i
c1csc(-c2nnc(N3CCOCC3)c3ccccc23)c1 | i | i

6 records drawn at random from those above, as already listed:
SMILES | CHT inh | CHT allo act
CC1Cc2ccccc2N1C(=O)C1CCCCN1S(=O)(=O)c1ccccc1 (centres undefined) | i | i
O=C(NCC1CCCO1)c1cc(-c2ccncc2)nc2ccc(S(=O)(=O)N3CCOCC3)cc12 (centres undefined) | i | i
c1csc(-c2nnc(N3CCOCC3)c3ccccc23)c1 | i | i
O=C(NCCCN1CCOCC1)c1c(F)c(F)c(F)c(F)c1F | i | i
O=C1CS/C(=N/N=C2CCCC2)N1 | i | i
CCOC(=O)C1CCCN(C(=O)c2cccc(NC(=O)C(CC)CC)c2)C1 (centres undefined) | i | i

(listing goes on)
SMILES | CHT inh | CHT allo act
Cc1cc(C)cc(NC(=O)CCn2c(=S)[nH]c3ccccc3c2=O)c1 | i | i
O=C(CN1C(=O)CCSc2ccc(S(=O)(=O)N3CCCC3)cc21)NCc1ccccc1Cl | i | i
Cc1cc(N2CCCCC2)nc2ccc(NC(=O)CCC(=O)NCCC(C)C)cc12 | i | i
COC(c1ccccc1)c1nnc(CCC(=O)N2CCN(CCOc3ccccc3)CC2)o1 (centres undefined) | i | i
O=C(Cn1cnc2c(oc3ccccc32)c1=O)NCc1ccccc1 | i | i
CCOC(=O)/C=C/c1ccc(C(F)(F)F)cc1S(=O)(=O)NC(C)(C)C | i | i
CCOC(=S)SCC(=O)N1CCc2cc(OC)c(OC)cc2C1C1C(=O)CC(C)(C)CC1=O (centres undefined) | i | i
CCCSc1cc(=O)n(-c2ccccc2)nc1C(=O)O | i | i
Cc1ccc2nc3c(cc2c1)c(NC(=O)C(C)(C)C)nn3CC(C)C | i | i
CC(Oc1ccccc1F)C(=O)NN (centres undefined) | i | i
Cc1ccc(C(=O)N/C(=C\c2ccc(F)cc2)C(=O)NCc2ccncc2)cc1 | i | i
CC(C)c1nnc(NC(=O)CCC(=O)N2CCN(C3c4ccccc4-c4ccccc43)CC2)s1 | i | i
C=CCn1c(CNC(=O)c2ccco2)nnc1SCC(=O)Nc1cccc(F)c1 | i | i
O=C(NCc1ccccc1Cl)C1CCCO1 (centres undefined) | i | i
CCc1ccccc1NC(=O)CCOc1ccccc1 | i | i
CCN(CC)CCNC(=O)c1ccc(NC(=O)Cc2ccsc2)cc1 | i | i
CC(NC(=O)C(=O)N1CCCCC1)C(c1cccs1)N1CCN(c2ccc(F)cc2)CC1 (centres undefined) | i | i
CCOC(=O)C(C(=O)OCC)C1CS(=O)(=O)CC1C(C(=O)OCC)C(=O)OCC (centres undefined) | i | i
c1csc(C(c2nnnn2C2CCCC2)N2CCOCC2)c1 (centres undefined) | i | i
CCC(=O)Nc1ccc(S(=O)(=O)N2CCC(c3nc4ccccc4[nH]3)CC2)cc1 | i | i
O=C(Nc1ccc(F)c([N+](=O)[O-])c1)C1CC(=O)N(Cc2ccccc2)C1 (centres undefined) | i | i
O=C(CSc1ccccc1)Nc1ccccc1C(=O)O | i | i
C=C1C(=O)O[C@H]2[C@H]1[C@@H](O)CC(=C)[C@@H]1CC(=O)[C@@H](C)[C@H]21 | i | i
O=C1c2ccccc2C2(c3ccccc3)N1CCN2C(=O)C(Cl)(Cl)Cl (centres undefined) | i | i
Cc1nnc(SCc2cccs2)[nH]c1=O | i | i
CCCc1cc(=O)n2nc(N3CCC(C(=O)N4CCN(c5cccc(OC)c5)CC4)CC3)sc2n1 | i | i
CCN(CC)S(=O)(=O)c1cccc(C(=O)Nc2nc3cc4c(cc3s2)OCCO4)c1 | i | i
CCOc1ccc(CCNC(=O)CCNC(=O)c2ccc(Br)cc2)cc1OCC | i | i
COc1cc2[nH]c(=S)nc(Nc3ccc(NC(C)=O)cc3)c2cc1OC | i | i
N/C(=N\OC(=O)COc1ccc(Br)cc1Cl)c1ccncc1 | i | i
CC1CCCCC1NC(=O)COC(=O)c1ccccc1NC(=O)c1ccco1 (centres undefined) | i | i
O=C1c2ccccc2C(=O)N1CCc1csc(-c2cccc(Cl)c2)n1 | i | i
CCOC(=O)c1cc2c(=O)n3ccccc3nc2n(CCCOC)c1=NC(=O)c1ccncc1 | i | i
O=C(OCc1ccc([N+](=O)[O-])cc1)c1cnc(Cl)c(Cl)c1 | i | i
CCOC(=O)c1[nH]c2ccccc2c1NC(=O)c1ccc2c(c1)OCO2 | i | i
CCCCn1c(CCCNC(=O)CC)nc2ccccc21 | i | i

(continued)
SMILES	CHT inh	CHT allo act
O=c1cc(CSc2nnnn2-c2ccccc2)nc2sccn12	i	i
CN1CCN(S(=O)(=O)c2ccc(Sc3nnc(-c4cccs4)n3-c3ccccc3)nc2)CC1	i	i
O=C(N/N=C/c1ccc(O)cc1)c1cc[n+](Cc2ccccc2)cc1	i	i
Cc1ccc(C(=O)Nc2ccc(C(=O)/C=C/c3cccs3)cc2)cc1	i	i
CSc1ccc(CNC(=O)C2Cc3cc(S(=O)(=O)N4CCCCC4)ccc3N2C(C)=O)cc1 (centres undefined)	i	i
O=c1oc2ccccc2cc1-c1csc(NN=C2CCCC2)n1	i	i
Cc1ccc(CNc2ncc(-c3ccccc3)n2C)o1	-5.1*	i
NS(=O)(=O)c1ccc(NC(=O)/C=C/c2ccccc2Cl)cc1	i	i
Cc1ccc(C)c(S(=O)(=O)N2CCN(C(=O)C(C)Sc3ccccc3)CC2)c1 (centres undefined)	i	i
COC(=O)c1ccc(C(NC(=O)c2cccnc2)NC(=O)c2cccnc2)cc1	i	i
Cc1ccc(Nc2ccc3nonc3c2[N+](=O)[O-])cc1	i	i
COc1ccc(C(CNC(=O)c2oc3cc(C)c(C)cc3c2C)N2CCCCC2)cc1 (centres undefined)	i	i
CN(CC(=O)Nc1ccc(F)cc1)C(=O)COC(=O)c1ccc(-c2ccccc2)cc1	i	i
CCN1CCN(CC(=O)N2N=CCC2c2ccccc2)CC1 (centres undefined)	i	i
COc1cccc(CNC(=O)CCc2ccc(OC)c(OC)c2)c1	i	i
NS(=O)(=O)c1ccc(CCNc2ccc(C(F)(F)F)cn2)cc1	i	i
O=C(/C=C/c1ccc(-c2ccc(F)cc2)o1)N1CCCC1	i	i
O=C(NCCCN1CCCCCC1)C1CC(=O)N(CCc2ccccc2)C1 (centres undefined)	i	i
O=C(CN(Cc1ccco1)S(=O)(=O)c1cccs1)Nc1ccccc1C(F)(F)F	i	i
Cc1cc(C)c(C)c(S(=O)(=O)NCC(=O)Nc2sc3c(c2C(N)=O)CCCC3)c1C	i	i
O=C(CN1CCOCC1)NN1CC(=O)N(c2ccc(Cl)cc2)CC1=O	i	i
O=C(NC1CCCC1)C(c1ccncc1)N(C(=O)c1csnn1)c1cccc(F)c1 (centres undefined)	i	i
NC1=NC[C@H](c2ccccc2)N1CCc1cccc(F)c1	i	i
CC(NS(=O)(=O)c1ccc(Br)cc1)C(=O)NCC1CCCO1 (centres undefined)	i	i
Clc1ccccc1Cn1nnc2c(NCCN3CCOCC3)ncnc21	i	i
Cn1c(=O)c2c(nc(CN3CCN(CCO)CC3)n2Cc2cccc3ccccc23)n(C)c1=O	i	i
CSCCC(NC(N)=O)C(=O)NCc1ccccc1Cl (centres undefined)	i	i
CC(C)[C@H](NC(=O)c1ccc(F)cc1)C(=O)OCC(=O)NC(=O)c1cccn1C	i	i
CC(=O)c1c(N2CCOCC2)nc(=O)n(-c2ccccc2)c1C	i	i
N#Cc1ccc(/C=N/N=C(N)N)cc1	i	i
CCC(C(=O)Nc1ncn[nH]1)(C(F)(F)F)C(F)(F)F	i	i
Clc1ccccc1N1CCN(Cc2ccc(Br)o2)CC1	i	i
Cc1ccc(S(=O)(=O)/C=C2\NC(=O)CS2)cc1	i	i
CC(NC(=O)c1ccc(CS(=O)(=O)Cc2ccccc2F)o1)c1ccc2c(c1)OCCO2 (centres undefined)	i	i
CN1CCN(C(=S)NC(=O)/C=C/c2cccc3ccccc23)CC1	i	i
COc1ccc(-c2nc(CS(=O)CC(=O)NCCCN3CCCC3)c(C)o2)cc1OC (centres undefined)	i	i
O=C(NCCc1ccccc1)c1ccc2c(c1)OCCCO2	i	i
O=C(Nc1ccc(Cl)c(Cl)c1)Nc1ccccc1O	i	i
O=C(COC(=O)CCCN1C(=O)c2ccccc2C1=O)Nc1cc(Cl)cc(Cl)c1	i	i
COc1cc2c(cc1NC(=O)Nc1cccc(C)c1)oc1ccccc12	i	i
Cc1ccc(S(=O)(=O)N2CCC(C(=O)NC3CC3)CC2)cc1	i	i
CCOc1ccc(CN2C(=O)c3ccccc3Sc3ccc(C(=O)NCCCN4CCOCC4)cc32)cc1	i	i
N#C/C(=C\c1ccccc1O)C(=O)Nc1ccccn1	i	i
COc1cc(C(=O)NC(=S)Nc2cccc(-c3cc4ccccc4oc3=O)c2)cc(OC)c1OC	i	i
CCN(CC)c1ccc(N=Cc2cc(Br)ccc2O)cc1	i	i
CC(C)C[C@H](NC(=O)C1CCN(S(=O)(=O)c2ccccc2)CC1)C(=O)NCc1ccncc1	i	i
C/C(=N\Nc1cc(C(F)(F)F)ccc1Cl)c1ccccc1O	i	i
COc1ccccc1CN1CCNC(=O)C1CC(=O)NCC1CCOCC1 (centres undefined)	i	i
CC(C)NC(=O)CCNC(=O)c1ccc(F)cc1	i	i
CCOC(=O)c1c(C)[nH]c(C(=O)OCc2csc(CC(=O)Nc3ccccc3C)n2)c1C	i	i
COc1ccc(CCn2c(C)cc(C(=O)CSc3nnc(N)s3)c2C)cc1	i	i
Cc1nc2ncnn2c(C)c1CCC(=O)N1CCN(c2ccccn2)CC1	i	i
CCn1c(CC(=O)Nc2ccc(F)cc2)nnc1SCC(=O)Nc1nncs1	i	i
O=C(NCCN1CCOCC1)/C(=C/c1ccc(Cl)cc1)NC(=O)c1ccccc1	i	i
CCOCCCNC(=O)CSc1ccccc1	i	i
CC(C)(C)[C@@H]1C=C(C(=O)O)O[C@H](OCCCCO)C1	i	i
COCCNC(=O)c1cnn2c(C(F)F)cc(-c3ccccc3)nc12	i	i
Cc1cc(/C=N/n2cnnc2)c(C)n1-c1ccc(Cl)cc1Cl	i	i
CCCC(C)c1nnc(NC(=O)c2cc(C(=O)OC)cc([N+](=O)[O-])c2)s1 (centres undefined)	i	i
COC(=O)C(C)Sc1ccc2nnc(CCNS(=O)(=O)c3ccccc3)n2n1 (centres undefined)	i	i

Next part.
SMILES	CHT inh	CHT allo act
Cc1sc(NC(=S)NC(=O)C(C)(C)C)c(C(N)=O)c1C	i	i
O=C(NCC1CCCO1)c1ccc2c(c1)N(Cc1ccc(F)cc1)CCS2 (centres undefined)	i	i
Cc1nnc(C)c2c(C)n(-c3ccc4ncccc4c3)c(C)c12	i	i
Cc1ccc2c(c1)c1nnc(SCC(=O)NC3CC3)nc1n2C	i	i

Reprinted from above (two entries):
SMILES	CHT inh	CHT allo act
Cc1nnc(C)c2c(C)n(-c3ccc4ncccc4c3)c(C)c12	i	i
Cc1ccc2c(c1)c1nnc(SCC(=O)NC3CC3)nc1n2C	i	i
